Screens as filed in PubChem.
Lipid droplet = modulators of hepatic lipid droplet formation. 0.4% of 240,000 active. inhibition, % at 6.5 µM. AML12 mouse hepatocytes, oleate lipid droplets, BODIPY imaging;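 active = lipid droplet intensity inhibited by at least 50%, with more than 500 cells counted; inconclusive = wells with under 300 cells, treated as cytotoxic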
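Assay system: AML12 mouse liver cells | Compound dosing: One dose, 6.5 µM compound | Read-out basis: Droplet intensity reduction, % inhibition | Measured by: Fluorescence imaging, 20x objective, two fields per well | Schedule: Overnight treatment with compound plus oleate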
MT stabilize HCS = microtubule stabilizers in HeLa cells | HeLa tubulin immunostaining HCS, 24 h; share of cells brighter than vehicle mean+2SD | % tubulin-high responders, % at 10 µM | 0.83% of 200,000 active | AID 2205;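 active = plate Z-score above 3 for both tubulin-high and condensed-nucleus cell shares, with cell loss under 80%, at 10 µM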;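 note: anti alpha tubulin signal scored within the nucleus-defined area of each cell; some results filed as inactive read as strong as hits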
b-catenin transl = beta-catenin nuclear translocation modulation. AID 1665. 0.3% of 190,000 active. HeLa beta-catenin nuclear translocation, immunofluorescence imaging. nuclear translocation activity, % at 5 µM;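 active = nuclear translocation activity above 50% at 5 µM, with a well cell count of 50 or more; inconclusive = wells under 50 cells across six images, flagged as toxic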;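 note: per-cell ratio of nuclear to cytoplasmic median beta-catenin stain intensity; plate controls were DMSO negative control for no effect and GSK-3 inhibitor IX positive control for full effect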
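Technique: fluorescence imaging of beta-catenin antibody stain plus DAPI / Material: human HeLa cell line / Incubation: compound treatment 24 h, 37°C, 5% CO2 / Read-out basis: % activation of per-cell nuclear versus cytoplasmic median beta-catenin signal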
Autophagy HCS = alters autophagy in cells; MEF GFP-LC3 puncta imaging; test concentration mostly 10 µM; calls only at 10 µM (by protocol); 0.98% of 190,000 active; AID 463193;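 active = percentage of spot-positive cells more than 3 SD above its plate mean, without a fluorescence outlier flag or 80% toxicity; inconclusive = no clear call, values can overlap the other calls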;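 note: spot-positive cell cutoff set from DMSO-treated cells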
Insulin prom up = MIN6 insulin promoter up-regulation | MIN6 insulin promoter-GFP reporter, high-content imaging; hits give high values | z-score at 5 µM | 0.3% of 190,000 active;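 active = z-score above 3 at 5 µM with at least 500 cells counted in the well; inconclusive = wells under 500 cells, flagged as cytotoxic or low count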
CSM14.1 death rescue = protection against thapsigargin-triggered cell killing – 384-well, CSM14.1, ATP luminescence, primary screen (AID 1222); CSM14.1 thapsigargin-induced death rescue, ATP luminescence; higher % means a stronger effect; cellular ATP content (survival), % at 20 µM, or EC50 in µM where a hit was titrated; 190,000 tested, under 10 active;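 active = EC50 below 50 µM in the dose-response confirmation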;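 note: death triggered by thapsigargin at about 15 µM added after 2 h compound pretreatment; cell ATP read after overnight thapsigargin exposure of roughly 18 to 22 hours; normalized against plate controls of thapsigargin alone and 5% DMSO vehicle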
WT yeast gro inh = growth inhibition of WT yeast, mitochondrial fusion screen; inhibition, % at 10 µM; AID 1362; mitochondrial fusion phenotypic screen, WT strain; 2.1% of 190,000 active; in the data active = inhibition above about 58%; tested in S. cerevisiae
Dynein transport = dynein cargo transport inhibition. 3617.4 mouse cells, GR-EGFP nuclear translocation imaging; test concentration mostly 20 µM; stimulated with dexamethasone, 1 µM; hits give low values. z-score, hits read low. 0.47% of 220,000 active;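 active = plate z-score of nuclear minus cytoplasmic receptor signal below a set negative limit, without overly bright fluorescence or cell loss, cut at about -3.5 in these data, passing the limit was not always enough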;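 note: z-score of nuclear minus cytoplasmic ring GR-EGFP intensity difference per well; some compounds called inactive have numbers as strong as hits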
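Also added: dexamethasone, 1.0 µM final. Medium: tet-free, stripped-serum medium. Detection: fixed, Hoechst-stained cells imaged at 10x for EGFP. Read-out: nuclear-to-cytoplasmic GR-EGFP distribution per well. Times: induction 48 h, compound 1 h, agonist 30 min.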
XIAP displacement = small molecules displacing peptide from XIAP – biochemical, IAP family, fluorescence polarization (AID 1018). XIAP BIR domain, fluorescence polarization peptide displacement; higher % means a stronger effect. displacement, % at 20 µM, or IC50 in µM where a hit was titrated. 0.007% of 200,000 active; in the data active = displacement above about 50%; note: a part of the inactive calls stands beside numbers as strong as those of hits
WT yeast gro inh mutant strain = also measured in WT yeast gro inh; calls as there; inhibition, %; mitochondrial fusion phenotypic screen, mutant strain inhibition
Dynein transport cytoplasmic EGFP = recorded beside Dynein transport, whose call it bears; z-score; measured here: cytoplasmic GR-EGFP intensity; hits give high values
Dynein transport nuclear GR-EGFP = recorded beside Dynein transport, whose call it bears; z-score; measured here: nuclear GR-EGFP intensity;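 lower value marks the stronger effect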
Dynein transport cell count = also measured in Dynein transport; calls as there; z-score; measured here: cell count per field
Insulin prom up cell count = also measured in Insulin prom up; calls as there; cell count; measured here: cytotoxicity, nuclei count;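 total cells summed across four imaged fields per well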
Lipid droplet cells 6.5 µM = recorded beside Lipid droplet, whose call it bears; cell count; measured here: cell count, cytotoxicity flag;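 cells counted across two imaged fields per well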
b-catenin transl cell count 5 µM = also measured in b-catenin transl; calls as there; cell count; measured here: cell count, cytotoxicity flag
MT stabilize HCS Hoechst-high % = second read-out of MT stabilize HCS, no call of its own (marks repeat the call); % Hoechst-high responders; measured here: nuclear condensation Hoechst responders;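 share of cells brighter than vehicle mean plus two SD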
MT stabilize HCS cytotoxicity % = further read-out of MT stabilize HCS, marked with its call; toxicity, %; measured here: cytotoxicity by cell density;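 0% = mean cell density of plate MIN control wells and 100% = no cells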
Autophagy HCS cell loss 18 h = second read-out of Autophagy HCS, no call of its own (marks repeat the call); toxicity, %; measured here: cell loss, nuclei count;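 cell loss after 18 h compound exposure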
* hit, by the source's call; i = inactive; ? = inconclusive; · = no result given.

item	Molecule	Insulin prom up cell count	Dynein transport cytoplasmic EGFP	MT stabilize HCS cytotoxicity %	Lipid droplet	Autophagy HCS cell loss 18 h	WT yeast gro inh mutant strain	MT stabilize HCS Hoechst-high %	Insulin prom up	Dynein transport	Lipid droplet cells 6.5 µM	CSM14.1 death rescue	Dynein transport cell count	b-catenin transl cell count 5 µM	XIAP displacement	Autophagy HCS	Dynein transport nuclear GR-EGFP	b-catenin transl	MT stabilize HCS	WT yeast gro inh
1	CCN(c1ccccc1)S(=O)(=O)c1ccc(OC)c(NS(=O)(=O)c2cccs2)c1	1451	-0.3	7.2	-8	10	1	1.8	0.13	-1.1	663	-1.0%	1.2	1060	-1.8%	i	-0.18	-3.5	5.2	-8
2	COc1ccccc1NC1=C(N2CCCCC2)C(=O)c2ccccc2C1=O	1061	-0.32	7.6	69*	-2	56	2.2	-0.96	0.43	660*	3.3%	-0.0054	1045	-17%	i	-0.034	2.9	4.9	52
3	COc1ccc(NS(=O)(=O)c2ccc3c(c2)n(C)c(=O)n3C)cc1	849	-0.24	4.6	-10	-13	15	2.4	1.3	0.32	812	-1.1%	0.083	·	-6.4%	i	0.92	·	2.8	10
4	O=C(CCS(=O)(=O)c1ccccc1Cl)NCc1ccc(F)cc1	1375	-0.26	·	4	·	·	·	0.05	-0.98	748	·	0.69	1028	·	·	-0.33	1.5	·	·
5	CCOc1ccc(NC(=O)CSc2nnc(C3CC3)n2N)cc1	1455	-0.089	4.1	·	41	13	2.2	-1.3	-0.31	·	-0.4%	-0.13	923	-5.3%	i	0.021	-4.3	7.3	3
6	Cc1cc(CN2CCCC(CNC(=O)c3ccc(F)cc3)C2)cc(C)c1O (stereo not drawn)	1461	-0.28	3.9	7	14	-24	1.3	0.32	0.17	729	-1.0%	-0.48	1051	3.0%	i	0.22	1.4	2.4	-12
7	C=CCOc1cccc(C2C(C(=O)c3cccs3)=C(O)C(=O)N2Cc2cccnc2)c1 (stereo not drawn)	1422	-0.21	1.6	12	12	4	2.7	0.32	0.24	762	-0.6%	-0.28	1565	-5.0%	i	0.0031	0.5	2.6	4
8	Cc1ccccc1-n1c(C)c(C#N)c(=O)c(-[n+]2ccccc2)c1[S-]	1127	-0.063	5.0	-4	-6	9	2.8	0.83	0.0042	693	-0.8%	-0.49	1077	-2.8%	i	0.66	-2.1	3.5	21
9	Cc1c(C(=O)Nc2ccccc2)csc1-c1ccccc1	1196	-0.32	6.4	14	-7	7	2.3	0.15	-0.075	771	-3.0%	0.33	617	-1.4%	i	-0.38	2.8	2.5	31
10	CCN1C=C(Cc2cccs2)C2=C(C1)C(c1cccs1)C(C#N)=C(N)O2 (stereo not drawn)	1316	-0.088	6.0	·	-4	2	3.4	-0.85	0.22	·	-0.4%	-1.2	934	-8.4%	i	0.83	-2.2	6.6	4

Continued (2 carried over from the part before).
item	Molecule	Insulin prom up cell count	Dynein transport cytoplasmic EGFP	MT stabilize HCS cytotoxicity %	Lipid droplet	Autophagy HCS cell loss 18 h	WT yeast gro inh mutant strain	MT stabilize HCS Hoechst-high %	Insulin prom up	Dynein transport	Lipid droplet cells 6.5 µM	CSM14.1 death rescue	Dynein transport cell count	b-catenin transl cell count 5 µM	XIAP displacement	Autophagy HCS	Dynein transport nuclear GR-EGFP	b-catenin transl	MT stabilize HCS	WT yeast gro inh
9	Cc1c(C(=O)Nc2ccccc2)csc1-c1ccccc1	1196	-0.32	6.4	14	-7	7	2.3	0.15	-0.075	771	-3.0%	0.33	617	-1.4%	i	-0.38	2.8	2.5	31
10	CCN1C=C(Cc2cccs2)C2=C(C1)C(c1cccs1)C(C#N)=C(N)O2 (stereo not drawn)	1316	-0.088	6.0	·	-4	2	3.4	-0.85	0.22	·	-0.4%	-1.2	934	-8.4%	i	0.83	-2.2	6.6	4
11	O=C(Nc1ccccc1)C1=C(O)CC(c2ccco2)CC1=Nc1ccccc1 (stereo not drawn)	·	-0.23	2.9	·	28	-7	2.3	·	-0.26	·	9.9%	0.043	·	-6.3%	i	0.2	·	8.2	3
12	COc1ccc(-n2c(=O)[nH]c3c(C(N)=O)nc(C4CCCCC4)nc32)cc1	1414	-0.29	5.5	-8	-9	-26	0.7	-1.1	-0.056	682	0.6%	0.69	1076	-1.6%	i	0.18	-4.0	1.0	-19
13	CCS(=O)(=O)N1CCN(Cc2nc3ccccc3c(=O)[nH]2)CC1	1510	-0.15	0.0	·	4	-5	2.3	0.61	1.8	·	-0.7%	-0.72	999	-3.4%	i	1.4	-8.8	3.5	3
14	COc1cc(OC)cc(-c2cc3nc(C)c(CCC(=O)O)c(C)n3n2)c1	935	-0.23	9.6	·	·	8	1.5	-0.42	-0.64	·	-0.4%	0.36	·	-0.2%	·	-0.32	·	8.4	18
15	Cc1nn(-c2ccccc2)c(Cl)c1/C=N/NC(=O)CNc1n[nH]c(=O)[nH]c1=O	1185	-0.26	3.0	-5	1	3	2.3	0.49	-0.78	711	0.7%	1.3	1134	-1.1%	i	-0.48	-1.1	1.4	4
16	O=C(COC(=O)C1CCN(S(=O)(=O)c2cccs2)CC1)Nc1ccccc1Br	·	-0.35	8.6	0	-1	17	3.3	·	-0.43	672	-0.4%	0.38	1050	-2.5%	i	-0.07	1.5	2.7	4
17	COc1ccc(CC(=O)O/N=C(\N)Cc2cccc3ccccc23)cc1	1193	3.3	11	1	26	6	1.7	0.62	-2.8	547	-0.8%	1.9	1135	-7.2%	i	-0.23	-0.4	3.3	15
18	Cc1ccc(C(=O)NNC(=O)c2ccc(C)cc2)cc1	1436	-0.11	7.5	-13	-4	-11	1.7	-0.09	0.41	697	-2.5%	0.057	1162	-6.4%	i	0.12	-4.1	1.8	-14
19	CCCSCCCNC(=O)CC1Oc2ccccc2NC1=O (stereo not drawn)	906	-0.11	6.8	·	4	-9	2.5	-0.72	0.22	·	-0.3%	-0.49	·	-11%	i	0.34	·	3.3	-4
20	COC(=O)c1ccc(C(=O)OC)c(NC(=O)/C=C/C(=O)O)c1	939	-0.28	·	13	·	·	·	-0.12	-0.58	766	·	0.95	1375	·	·	-0.17	-1.1	·	·
21	COc1ccc(N=Nc2nc3ccc(Br)cc3n2C)cc1	1519	-0.12	0.0	·	-6	-6	0.7	0.3	2.6	·	-5.1%	-1.2	1301	-5.7%	i	1.8	0.4	1.3	11
22	CC(=O)Cn1nnc2sc3c(c2c1=O)CCC(C(C)(C)C)C3 (stereo not drawn)	1291	-0.15	7.7	5	7	19	2.2	-1.2	-1.1	709	·	1.5	1037	-2.5%	i	-0.15	1.2	4.9	16
23	CCOC(=O)c1c(C)c(C(=O)NC2CCCCC2)c(C)n1CC	775	-0.22	7.9	0	7	-19	2.3	-3.9	-0.93	661	-2.1%	0.95	1056	0.7%	i	-0.25	-5.2	3.6	20
24	CCc1cccc(C)c1NC(=S)NCc1cccn1C	1358	-0.24	5.8	?	9	14	2.7	-0.23	-0.19	·	-2.8%	-0.29	1022	-9.4%	i	-0.015	0.3	3.0	9
25	O=C(NCc1ccccc1)c1cc(S(=O)(=O)N2CCCCC2)ccc1N1CCOCC1	1567	0.59	10	13	6	25	2.6	0.74	0.7	748	0.2%	-0.99	1114	-0.3%	i	0.085	-5.7	2.1	-6
26	O=C(NCCCN1CCc2ccccc2C1)C1CCN(S(=O)(=O)N2CCC3(CC2)OCCO3)CC1	1194	-0.00072	0.6	-3	-1	-5	0.8	-1.1	1.8	733	0.6%	-0.013	1109	-4.7%	i	0.54	-1.9	2.6	9
27	Cc1nnc(SCC(=O)Nc2c(C)n(C)n(-c3ccccc3)c2=O)n1Cc1ccccc1	1388	-0.28	9.9	12	5	5	0.7	-1	-0.27	686	0.6%	0.68	1063	-3.1%	i	-0.38	-0.3	6.8	-4
28	CSc1ncccc1C(=O)OCC(=O)Nc1cc(C(F)(F)F)ccc1N1CCOCC1	1312	-0.15	8.5	·	-14	11	2.6	0.62	0.54	·	-0.5%	-0.72	856	-1.4%	i	0.41	-1.6	2.5	13
29	COCC(C)n1c(C)cc(C(=O)Cn2c(=O)oc3ccccc32)c1C (stereo not drawn)	1416	-0.3	18	·	34	23	2.4	-0.55	0.7	·	0.5%	0.043	959	-4.2%	i	0.15	-5.2	4.4	10
30	COCCN=c1scc(-c2ccc3c(c2)NC(=O)CO3)n1/N=C(\C)c1ccc(O)cc1	1171	-0.16	·	0	·	·	·	0.96	-0.16	684	·	-0.25	1248	·	·	-0.18	1.8	·	·
31	O=C(CNCC1CCCO1)Nc1ccccc1N1CCCCCC1 (stereo not drawn)	1518	-0.2	10	·	-4	-2	1.7	0.01	-0.037	·	-1.2%	-0.4	1342	-2.2%	i	-0.65	1.4	2.4	7
32	Cc1cc(=O)n2nc(-c3ccccc3)sc2n1	1744	-0.26	1.4	18	-3	6	2.6	-0.19	0.18	700	-3.0%	-0.76	1071	-1.6%	i	0.11	-1.6	2.1	-11
33	COc1cc(/C=N\N=C2/SC(CC(=O)O)C(=O)N2c2ccc(O)cc2)ccc1O (stereo not drawn)	1524	-0.15	8.1	·	3	-12	1.6	0	-0.77	·	-1.8%	0.88	1421	-6.5%	i	-0.41	0.7	1.4	9
34	Cc1ccc(C(=O)NC2CCN(CC(=O)Nc3cccc([N+](=O)[O-])c3)CC2)cc1	·	-0.2	11	-16	17	-3	1.4	·	-0.27	780	-0.8%	0.13	1524	-3.2%	i	-0.23	0.8	1.5	7

The order is random; 4% or so of the library scored in one or more.
